# Bioassay records as filed in PubChem BioAssay.
# IDE cell inh = inhibitors of human insulin-degrading enzyme in cells. 320,000 tested, 0.41% active. P14735. inhibition, % at 5.59 µM. HEK cells, FAbetaB cleavage, fluorescence polarization;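 active means percent inhibition above the average of all tested compounds plus 3 SD, set per screening campaign, cut at about 16% in these data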;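 further: IDE supplied by intact live HEK cells; FP after avidin binding of uncleaved biotin substrate so inhibition keeps polarization high; 0% = DMSO wells and 100% = 60 µM reference IDE inhibitor Ii1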
# VIM-2 inhibitor = inhibitors of Pseudomonas aeruginosa VIM-2 metallo-beta-lactamase; purified VIM-2, nitrocefin hydrolysis, epi-absorbance fluorescence; inhibition, % at 5.6 µM; 290,000 tested, 0.89% active; AID 1527;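 active means inhibition above the mean of all tested compounds plus 3 SD, cutoff set per screening run, cut at about 7.5% in these data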;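 further: red hydrolysis product quenches plate fluorescence so inhibitors raise well fluorescence; 0% = enzyme with DMSO and 100% = DMSO without enzyme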
# IMP-1 inhibitor = inhibitors of Pseudomonas aeruginosa IMP-1 metallo-beta-lactamase | purified IMP-1, nitrocefin hydrolysis, epi-absorbance fluorescence | inhibition, % at 5.6 µM | 290,000 tested, 0.45% active;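 active means inhibition above the mean plus 3 SD of all compounds in the same screening run, cut at about 4.5% in these data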;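 further: 0% = IMP-1 with DMSO and 100% = DMSO wells lacking enzyme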
#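 System – purified recombinant IMP-1 beta-lactamase · Input – IMP-1 dispensed at 0.2 nM · Timing – 15 min preincubation plus 25 min reaction at 25 °C · Signal – Epi-absorbance fluorescence, 480 nm excitation, 530 nm emission · Measure – percent IMP-1 inhibition derived from blank-referenced optical density · Controls – Enzyme-plus-DMSO low control, enzyme-free DMSO high control · Replication – singlicate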
# UBC9 SUMO inh = SUMOylation inhibition; 290,000 tested, 0.36% active; inhibition, % at 35 µM; HTRF SUMOylation assay, SAE1/SAE2 + UBC9, in vitro; in the data active means inhibition above about 50%, passing the limit was not always enough; further: strong numbers were not always called active
# Target sequence (P63279 whole entry, looked up): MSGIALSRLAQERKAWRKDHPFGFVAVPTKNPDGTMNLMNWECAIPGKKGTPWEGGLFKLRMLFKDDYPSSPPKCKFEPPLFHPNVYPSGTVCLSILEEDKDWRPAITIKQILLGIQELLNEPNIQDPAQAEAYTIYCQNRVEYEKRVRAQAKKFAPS
# CRFR2-BP antag = antagonists of CRF-binding protein/CRF-R2 receptor complex | HEK293 CRF-R2/CRF-BP, CRF-induced calcium fluorescence | inhibition, % at 11.8 µM | 350,000 tested, 0.59% active | AID 588475;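 active means inhibition of the ligand-induced calcium signal above about 50% at the single tested concentration, limit read from the data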
# IDE cell activ = boosts human insulin-degrading enzyme activity in HEK cells | P14735 | FAbeta-B cleavage, fluorescence polarization; 0% vehicle, 100% cell-free pure enzyme wells | activation, % at 5.96 µM | 340,000 tested, 0.073% active | AID 493087;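 active means activation above the mean of all tested compounds plus 3 SD, set per screening campaign, cut at about 17% in these data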
# p-CIP stab down = p/CIP protein destabilization; Q05BA5; F442A p/CIP-EGFP cells, EGFP fluorescence, 16 h; decrease of EGFP signal, % at 10 µM; 290,000 tested, 0.01% active; AID 1984;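 active means EGFP signal decrease of at least 30% at 10 µM or well 3 SD below plate mean, unless failing retest; inactive means the rest, including hits failing retest or dose response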; further: some compounds called inactive have numbers as strong as hits; many of its hits are not listed in these tables
# HCV NS3 hel inh = blocks Hepatitis C virus NS3 helicase unwinding; NS3 helicase DNA unwinding, Cy5 molecular beacon fluorescence; inhibition, % at 10.9 µM; 290,000 tested, 0.56% active; AID 1800;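 active means inhibition above the mean of all tested compounds plus 3 SD, set per campaign, cut at about 35% in these data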;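 further: 0% = DMSO wells and 100% = thioflavine S control wells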
#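 System: HCV NS3 helicase fragment; control set: DMSO and thioflavine S; technique: Cy5 fluorescence at 0 and 60 min, beacon hairpin quenching; reagent: beacon DNA duplex substrate plus ATP; replicates: singlicate; schedule: 1 h reaction at 25 °C, ATP-initiated; medium: MOPS buffer pH 6.5 with MgCl2, DTT, Tween20, BSA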
# GalR3 antagonist = human GalR3 antagonism. inhibition, % at 3 µM. O60755. HEK293 GalR3-CNG cAMP membrane potential fluorescence; galR3 body fused to GalR1 C-terminus. 360,000 tested, 0.44% active;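 active means inhibition above the screen-wide average plus 3 SD, cut at about 13% in these data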;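 further: forskolin and galanin both at EC90 stimulate the cells; cAMP rise reported by CNG channel membrane potential dye signal; 0% = forskolin plus galanin with DMSO and 100% = forskolin alone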
# Target sequence (O60755 1-299 limits assumed): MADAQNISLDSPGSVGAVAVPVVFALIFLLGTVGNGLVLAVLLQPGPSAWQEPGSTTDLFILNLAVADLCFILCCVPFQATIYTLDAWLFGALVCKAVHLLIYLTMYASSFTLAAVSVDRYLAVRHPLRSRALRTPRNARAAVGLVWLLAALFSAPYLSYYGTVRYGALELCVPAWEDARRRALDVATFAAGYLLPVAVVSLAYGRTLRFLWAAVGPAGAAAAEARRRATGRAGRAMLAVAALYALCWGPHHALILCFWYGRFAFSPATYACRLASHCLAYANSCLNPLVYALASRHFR
# * = called active by the depositor; nt = not tested or not shown; & = joins results of further samples.
SMILES,IDE cell inh,VIM-2 inhibitor,IMP-1 inhibitor,UBC9 SUMO inh,CRFR2-BP antag,IDE cell activ,p-CIP stab down,HCV NS3 hel inh,GalR3 antagonist
O=C(OCC(=O)N1CCCC1)c1cccs1,5,-3.0,-3.5,16,-4,2,8,1,-2
CC1CCN(C(=O)CSc2nc3ncccc3[nH]2)CC1,1,0.8,0.8,7,7,6,-9,-5,1
COc1ccc(-c2cc(C(=O)N3CCCCCC3)c3cc(C)ccc3n2)cc1,2,-2.8,-3.5,15,-4,-2,-4,-10,-1
Cn1c(CC2Sc3ccccc3NC2=O)nnc1SCC(=O)c1ccc(Cl)cc1 (stereo unspecified),3,0.5,-1.7,4,16,0,-1,-36,-4
CC(C)c1ccc(N2C(=O)/C(=C/N(C)C)SC2=S)cc1,13,-1.1,-0.9,32,-59,-41,-1,20,-8
CCC(=O)NCCc1nc2ccccc2[nH]1,2,-3.3,-3.6,-7,14,5,-10,1,-1
CCn1c(CC(=O)Nc2ccc(C)cc2)nnc1SCC(=O)NCc1ccccc1,1,-5.0,-1.2,5,5,-1,-7,0,1
O=S(=O)(NCc1ccc(F)cc1)c1ccc(-c2cnc(C3CC3)o2)cc1,5,-2.2,-4.5,17,1,-4,-10,23,-2
COc1ccc(S(=O)(=O)NCCC(=O)NCc2ccccc2)cc1,-4,-2.2,-3.8,-13,9,-8,10,7,-3
Cc1[nH]nc(N=CC2=C(O)CC(C)(C)CC2=O)c1-c1ccc(Cl)cc1,-2,-2.3,-0.5,-12,-6&-15,-1,-5,6,-4&-4
COc1ccccc1C(CCN(Cc1cccs1)C(C)=O)c1ccco1 (stereo unspecified),-2,-0.8,-0.3,11,3,-6,-23,15,-2
CC1=Nc2ccc(C)c3nc(C)cc(c23)N1c1ccc(C)cc1,-4,2.5,-1.6,nt,4,-1,nt,9,-5
COc1cccc2c1O/C(=N\O)C(C(=O)Nc1cccc(C)c1C)C2 (stereo unspecified),nt,-0.6,-1.2,-3,-20,0,1,15,-8
CCOc1ccc(C(=O)C[n+]2ccccc2C)cc1,1,-0.8,-3.4,-5,6,-1,4,-10,2
Cc1c(NC(=S)NC(NC(=O)C(C)(C)C)C(Cl)(Cl)Cl)c(=O)n(-c2ccccc2)n1C (stereo unspecified),-1,0.6,-4.4,-6,-3,2,-10,11,4
CN(C)C(=O)c1c(-c2ccccc2)oc2ccc(O)cc12,-3,-1.8,-3.8,27,-13,3,8,7,-4
Cc1nc(SCc2ccccc2)c2ccsc2n1,-3,-5.4,-1.7,-3,-9,-1,1,2,2
O=C(NCC1CCCN1S(=O)(=O)c1cccs1)c1cccc(Cl)c1 (stereo unspecified),-1,nt,nt,nt,0,-10,nt,nt,1
CCCn1c(=O)n(N)c2ccccc21,-1,-1.8,-2.8,14,-20,-1,1,-1,-2
Cc1c(CNCCC2=CCCCC2)c(C(=O)O)c(C)n1Cc1ccccc1,-3,0.8,-2.5,-7,-2,2,3,8,-1
CC(C)CC(=O)NC(=S)Nc1ccc(F)cc1F,-8,0.1,-2.6,13,-4,-2,0,4,-6
CCOC(=O)c1ccc(NC2c3ccccc3C(=O)N2c2ccc(C)cn2)cc1 (stereo unspecified),1,-1.1,-4.1,18,2,7,-12,12,nt
CCOc1ccc(OCC)c(-c2c(=O)n(OCc3ccc(Cl)cc3)c3ccccc3[n+]2[O-])c1,0,1.5,-1.5,-22,-12,2,4,-6,-5
CCOc1ccc(NC(=S)N2CCc3cc(OC)c(OC)cc3C2COc2ccc3c(C)cc(=O)oc3c2)cc1 (stereo unspecified),8,-1.2,-4.4,-10,4,4,-10,-12,-5
O=C(Cc1ccccc1)NN1CCCCC1,5,-4.5,-5.2,13,-8,4,-4,8,-9
CCc1ccc(OCc2nnc(SCC(=O)Nc3cccc(C(=O)N4CCOCC4)c3)o2)cc1,3,0.0,-2.5,-2,-13,2,-4,-8,5
CN1CCN(c2ccc(NC(=O)c3ccc4ccccc4c3)cc2)CC1,-1,25*,-0.8,10,-2,-1,10,-50,-1
CCOc1cccc(-c2c(C(=O)N/N=C(\C)c3cccs3)nnn2-c2nonc2N)c1,5,-0.7,-3.3,-10,-50,3,7,1,1
COc1ccc(OC)c(NC(=O)Cc2coc3ccc(C)cc23)c1,0,-2.5,-1.2,0,26,2,6,7,-6
CCO/N=C(\C)c1c(O)cc(C(C)C)n(-c2ccccc2)c1=O,1,-3.8,-2.8,-2,-1,7,-4,4,-1
Cc1ccc(N(CC(=O)N(C)Cc2ccccc2)S(C)(=O)=O)cc1C,2,-1.6,-1.0,-2,11,-4,-12,16,-4
COc1ccc(OCCCn2cc(/C=C3/C(=N)N4C=C(C)SC4=NC3=O)c3ccccc32)cc1,-7,-4.5,-2.6,14,-58,3,2,-2,-5
O=C(COc1ccccc1)n1nc(-c2ccc(Cl)cc2)nc1NCc1ccco1,1,-3.1,-2.7,25,-14,-3,-2,-1,-5
CN(C)S(=O)(=O)n1cc(/C=C(\NC(=O)c2ccccc2Cl)C(=O)NCCCn2ccnc2)c2ccccc21,-1,-2.6,-1.6,14,18,-1,0,-70,-6
COc1ccccc1OCCCOc1ccc([N+](=O)[O-])cc1Cl,2,-1.6,-1.6,-2,15,7,-7,-3,-2
Cn1nc(C(=O)Nc2nc3ccccc3[nH]2)ccc1=O,-3,-1.7,-3.3,-4,3,2,15,-13,-1
COc1ccc(C(=S)N(C)C)cc1OC,2,-0.3,-4.3,-17,5,3,-10,4,-5
CCOC(=O)N1CCN(CC(=O)Nc2ccc(F)c(F)c2)CC1,2,-2.0,-1.8,4,12,0,15,-4,-5
O=C(NCCOc1ccccc1)c1cc2ccccc2o1,-1,-1.4,-2.0,8,5,-2,-3,-4,-4
C/C(=N\Nc1cccc2cccnc12)c1ccc(C)cc1,2,-1.4,-1.4,-5,24,3,2,12,-7
Cc1cccc(NS(=O)(=O)c2ccc(C(=O)N3CCC3)cc2)c1C,9,nt,nt,nt,18,-3,nt,nt,-3
COc1ccccc1OCC(=O)Nc1ccc(S(=O)(=O)N2CCCCCC2)cc1,1,-1.8,-6.8,-17,-28,0,1,1,-4
CC(C)(C)CC(=O)Nc1nnc(SCC(=O)N2CCCCC2)s1,-3,2.5,-1.1,20,-2,0,-11,-7,-4
CC1CCCC(C)N1C(=O)Cn1cc(/C=C2/C(=O)Nc3ccccc32)c2ccccc21 (stereo unspecified),0,-3.4,-0.4,-3,2,-7,-13,-8,nt
C=CCSc1nc(C)c(CC(=O)OCC(C)C)c(=O)[nH]1,1,-1.4,-2.4,3,-6,-3,2,0,2
O=C(O)CCCNC(=O)/C(=C\c1ccc(Cl)cc1)NC(=O)c1ccccc1Br,4,-1.4,-2.1,5,-15,-2,-5,4,0
COc1cc2ccccc2cc1C(=O)Nc1ccc(O)cc1,-3,-0.1,-0.6,12,8,5,-1,11,-5
CCCc1cc(=O)oc2cc(OCC(=O)NCc3ccccn3)ccc12,4,0.7,-5.4,18,-2,3,-1,12,2
Cc1ccc(COC(=O)c2cc(S(=O)(=O)N3CCOCC3)ccc2C)cc1,2,nt,nt,nt,-4,2,nt,nt,-1
Cc1cccc(C(=O)NCc2ccc(S(N)(=O)=O)cc2)c1[N+](=O)[O-],1,-3.7,-3.2,13,-6,3,-15,3,-3
COc1ccc(/C=C/C(=O)Nc2cc(C)on2)cc1,11,-4.4,-2.5,-3,-15,-1,4,1,-2
Cn1ncc(N=Cc2ccc([N+](=O)[O-])cc2)c1C(=O)N1CCOCC1,2,-1.4,-5.2,-6,6,4,3,-5,-7
O=C(NCCc1ccccc1)C1CCCN(S(=O)(=O)c2cccnc2)C1 (stereo unspecified),-3,1.1,-7.2,-13,-10,-5,0,2,-4
O=C(NCCc1ccc(F)cc1)c1cccc(NC(=O)c2ccccc2)c1,10,-1.8,-3.0,4,3,-2,-10,3,-4
COc1ccc(S(=O)(=O)NCCc2csc(C)n2)cc1C,5,-2.7,0.2,9,0,-5,-8,2,1
CCCN1C(=O)c2ccccc2NC1c1ccc(OC)c(CSc2ccccn2)c1 (stereo unspecified),14,-1.7,-3.1,12,50*,5,-12,-3,-5
Cc1c(C(=O)N2CCN(c3ccccc3)CC2)oc2c(Cl)cccc12,-1,nt,nt,nt,-3,-3,nt,nt,-4
Cc1ccc(NC(=O)CSc2n[nH]c(C)c2[N+](=O)[O-])cc1,1,-4.4,-4.9,-1,7,-2,-7,2,5
O=C(CSc1ncn(-c2ccccc2)n1)Nc1nc(-c2ccccc2)cs1,6,-2.9,-3.3,-10,-20,-7,-23,-14,-5
O=C(NCCN1CCOCC1)c1ccc(=O)n(Cc2ccc(Cl)cc2)c1,10,-1.2,-0.3,-1,-3,1,3,-1,-7

# VIM-2 inhibitor, entries above that show a hit
SMILES,IDE cell inh,VIM-2 inhibitor,IMP-1 inhibitor,UBC9 SUMO inh,CRFR2-BP antag,IDE cell activ,p-CIP stab down,HCV NS3 hel inh,GalR3 antagonist
CN1CCN(c2ccc(NC(=O)c3ccc4ccccc4c3)cc2)CC1,-1,25*,-0.8,10,-2,-1,10,-50,-1

# 5 entries from above in a different format:
molecule	IDE cell inh	VIM-2 inhibitor	IMP-1 inhibitor	UBC9 SUMO inh	CRFR2-BP antag	IDE cell activ	p-CIP stab down	HCV NS3 hel inh	GalR3 antagonist
CCCn1c(=O)n(N)c2ccccc21	-1	-1.8	-2.8	14	-20	-1	1	-1	-2
CC(C)CC(=O)NC(=S)Nc1ccc(F)cc1F	-8	0.1	-2.6	13	-4	-2	0	4	-6
Cc1c(CNCCC2=CCCCC2)c(C(=O)O)c(C)n1Cc1ccccc1	-3	0.8	-2.5	-7	-2	2	3	8	-1
O=S(=O)(NCc1ccc(F)cc1)c1ccc(-c2cnc(C3CC3)o2)cc1	5	-2.2	-4.5	17	1	-4	-10	23	-2
O=C(NCCN1CCOCC1)c1ccc(=O)n(Cc2ccc(Cl)cc2)c1	10	-1.2	-0.3	-1	-3	1	3	-1	-7

# No enrichment for hits; about 3.2% have a hit in one of these screens.
